TRHR ag: TRH receptor (human) agonism | TRHR cells, calcium flux fluo-8, FDSS agonist mode | AID 493084 | activation, % at 2 µM | 0.18% of 360,000 active; in the data active means activation above about 30%; further: 0% is about no effect
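TRHR-expressing cells loaded with fluo-8 calcium dye; 23 nL library compound pin-transferred, kinetic FDSS fluorescence (Ex 480/Em 530) recorded about 180 s for agonist-induced calcium release, before a 10 nM TRH EC20 addition for potentiator mode.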
TrxR1 substrate: substrates of rat thioredoxin reductase 1. O89049. purified TrxR1 substrate turnover, NADPH consumption readout. Potency, µM (doses to about 114 µM), for inactives: top-dose activity change, negative = substrate turnover. 0.01% of 390,000 active. AID 588456; further: potency means the concentration at half of the fitted maximal effect; on the % scale 0 is the no-effect control and ±100 the full control effect; nearly all actives have a fitted effect of over 50% in size
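Rat TrxR1, dispensed at 90 nM, was prereduced with 400 uM NADPH (final) for 5 min at ~22 deg C, then incubated with compound 15 min before 400 uM selenite. A first-read NADPH fluorescence drop versus no-compound background flagged substrates.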
D2 antagonist: antagonists of human D2 dopamine receptor; inhibition, % at 10 µM; P14416; HEK293 TREx D2 cells, calcium flux, dopamine EC80; 2% of 340,000 active; in the data active means inhibition above about 30%; further: 0% is about no effect
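Overnight-induced (tetracycline, 30 C) HEK293 T-REx cells carrying force-coupled D2 receive a no-wash calcium dye, then compound, then EC80 dopamine at 180 s; signals are read kinetically throughout.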
TrxR1 inh: rat TrxR1 inhibition; O89049; recombinant rTrxR1, NADPH fluorescence consumption, selenite substrate; Potency, µM (titrated, usually from 114 µM), inactives show top-dose activity change, negative = inhibition, usual class: inhibitors; 1% of 390,000 active; further: potency means the concentration at half of the fitted maximal effect; on the % scale 0 is the no-effect control and ±100 the full control effect; nearly all actives have a fitted effect of over 65% in size
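Rat TrxR1 (90 nM in the dispensed reagent) was pre-reduced with 400 uM NADPH for 5 min at room temperature, then incubated with compound for 15 min. After 400 uM selenite was added, NADPH fluorescence (Ex 340/Em 450 nm) was followed for 8 min.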
D2 ag: activates the human D2 dopamine receptor | P14416 | activation, % at 2 µM | 0.53% of 340,000 active | HEK293 T-REx D2 cells, calcium flux agonist mode;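 active means activation over 3 SD above normal in the single-dose calcium agonist read, cut at about 30% in these data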; further: 0% is about no effect
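Agonism is scored from calcium flux in a force-coupled, inducible HEK293 cell line expressing D2, read kinetically for 180 s after compound addition against dopamine controls.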
Pin1 inhibitor: inhibitors of human Pin1; Q13526; Potency, µM (titrated, usually from 115 µM), for the others: top-dose activity, negative = inhibition, hits mostly inhibitors; AID 504891; Pin1 FP peptide displacement, HiFluor488, 10 min; 0.009% of 390,000 active; active means well fitted inhibition curve with a large enough effect in the polarisation, with a control signal flat, not every such curve was filed as active; inconclusive means small, poorly fitted or top-dose-only effect, or effect the other way, or a change in a side signal; inactive means no such curve, though single readings can be large or run the other way; the % refers to the polarisation; further: potency means the concentration at half of the fitted maximal effect; on the % scale 0 is the no-effect control and ±100 the full control effect
Target sequence (Q13526 whole entry, looked up): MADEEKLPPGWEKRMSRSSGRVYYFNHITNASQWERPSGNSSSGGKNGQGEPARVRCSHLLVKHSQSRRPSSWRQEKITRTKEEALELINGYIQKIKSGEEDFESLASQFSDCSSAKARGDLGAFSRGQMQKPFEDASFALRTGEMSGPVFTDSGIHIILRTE
TRHR PAM: allosteric enhancers of human TRH receptor; P34981; TRHR cells, fluo-8 calcium fluorescence, EC20 TRH enhancement; enhancement, % at 2 µM; 0.66% of 360,000 active; AID 493056; in the data active means enhancement above about 30%; further: 0% is about no effect
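Enhancer read-out: after compound pinning and an initial kinetic agonist-mode read, an EC20 of TRH (10 nM final) was injected and fluo-8 calcium signal (Ex 480/Em 530) followed at 1 s/cycle for 100 cycles in TRHR-expressing cells.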
mIDH1 inhibitor: inhibitors of human mutant IDH1 R132H | 0.093% of 390,000 active | Potency, µM (highest dose often 76.6 µM), for inactives: top-dose activity change, negative = inhibition, most hits filed as inhibitors | IDH1-R132H enzyme, NADPH consumption, diaphorase/resazurin fluorescence | AID 602179; further: potency means the concentration at half of the fitted maximal effect; on the % scale 0 is the no-effect control and ±100 the full control effect; nearly all actives have a fitted effect of over 65% in size
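IDH1-R132H (0.5 ug/mL) preincubated 30 min with compound, then NADPH (0.016 mM) and alpha-KG (2 mM) added; 80 min at RT, pH 7.5. Remaining NADPH coupled via diaphorase/resazurin to fluorescence (540/590 nm); concentration-response curves normalized to no-enzyme control.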
USP1 inh: blocks the human USP1/UAF1 deubiquitinase complex; recombinant USP1/UAF1, Ub-Rhodamine cleavage fluorescence; AID 743255; O94782; 0.23% of 390,000 active; Potency, µM (highest dose often 57.1 µM), for the others: at the highest dose activity change, negative = inhibition, most hits filed as inhibitors; further: potency means the concentration at half of the fitted maximal effect; on the % scale 0 is the no-effect control and ±100 the full control effect; nearly all actives have a fitted effect of over 60% in size; inactives centre near -12
Target sequence (O94782 whole entry, looked up): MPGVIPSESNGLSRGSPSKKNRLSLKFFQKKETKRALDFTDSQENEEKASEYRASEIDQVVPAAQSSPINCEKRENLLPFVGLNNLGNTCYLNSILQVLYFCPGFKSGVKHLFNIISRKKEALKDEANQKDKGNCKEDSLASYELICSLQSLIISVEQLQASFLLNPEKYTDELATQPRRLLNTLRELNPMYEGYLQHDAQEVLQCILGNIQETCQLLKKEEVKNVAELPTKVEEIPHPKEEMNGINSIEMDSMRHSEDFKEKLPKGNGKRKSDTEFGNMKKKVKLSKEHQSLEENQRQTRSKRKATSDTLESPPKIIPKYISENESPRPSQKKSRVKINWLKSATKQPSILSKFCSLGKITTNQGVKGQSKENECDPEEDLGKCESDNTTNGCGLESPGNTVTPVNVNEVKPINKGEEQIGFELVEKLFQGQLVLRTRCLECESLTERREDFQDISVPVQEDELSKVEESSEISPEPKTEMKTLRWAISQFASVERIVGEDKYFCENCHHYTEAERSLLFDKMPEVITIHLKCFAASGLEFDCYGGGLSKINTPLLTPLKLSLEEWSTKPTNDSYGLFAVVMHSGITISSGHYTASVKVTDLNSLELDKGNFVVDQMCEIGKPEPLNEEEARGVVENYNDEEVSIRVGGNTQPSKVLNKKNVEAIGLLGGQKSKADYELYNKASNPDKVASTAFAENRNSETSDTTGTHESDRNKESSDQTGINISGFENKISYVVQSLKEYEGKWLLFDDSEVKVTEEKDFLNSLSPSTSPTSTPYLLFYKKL
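USP1/UAF1 complex at 1 nM was preincubated with compound for 15 min at room temperature, then Ub-Rho substrate (150nM final) was added. Fluorescence (480/540 nm) was read kinetically, 6 reads every 60 seconds.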
* hit, by the source's call; ? = inconclusive; · = no result given; & = joins results of further samples; [ ] = dose if it differs, or a comment. Unless noted, the call rests on the fitted dose curve; in most records, active means well fitted inhibition curve with a large enough effect; inconclusive means small, poorly fitted or top-dose-only effect; inactive means no such curve, though single readings can be large or run the other way.

The line under a structure holds: TRHR ag, TrxR1 substrate, D2 antagonist, TrxR1 inh, D2 ag, Pin1 inhibitor, TRHR PAM, mIDH1 inhibitor, USP1 inh
COc1cccc(C2C(C(=O)c3ccc(C)o3)=C(O)C(=O)N2CCN2CCOCC2)c1OC (stereo not given)
→ 1.5, -11%, 10, -19%, 0.9, 1%, -5, -1%, -5%
O=C1CCC([N+](=O)[O-])C(c2ccccc2F)N1 (stereo not given)
→ 0.5, 8%, 20, 12%, 1.5, -9%, -6, 0%, -21%
COc1ccc(CCNC(=O)CCCOc2cc(=O)n(C)c3ccccc23)cc1OC
→ -0.1, -6%[57.1 µM], ·, 4%[57.1 µM], ·, 1%, 3, 5%, -2%
Cc1ccc(NC(=O)CN(C)C(=O)C(C)OC(=O)CNC(=O)c2ccc(Cl)c([N+](=O)[O-])c2)cc1 (stereo not given)
→ -0.4, -11%[57.1 µM], -11, 13%, 1.0, -15%, -2, 2%, -5%
O=C(N/N=C/c1ccccn1)C1CC1
→ 0.1, 1%, 32*, -4%, 0.8, -1%, 0, 8%, -8%
COC(=O)c1sccc1NC(=O)c1ccnn1C
→ -0.2, 9%, -9, 30%, -0.1, -5%, 5, 1%, -22%
NC(=O)NCC(=O)N1CCN(S(=O)(=O)c2ccc(Cl)s2)CC1
→ 0.3, 4%, -2, 19%, 0.7, 1%, 1, -4%, -16%
Cc1ccn2c(-c3n[nH]c(=S)n3C)c(C)nc2c1
→ 0.0, 3%, 2, -16%, -0.5, -1%, 3, -5%, -10%
COc1ccc(/C=N/n2cncn2)cc1Cn1cc([N+](=O)[O-])cn1
→ 0.9, -4%, 2, 13%, 0.5, -3%, -4, 5%, -19%
O=C1c2ccccc2C(=O)N1/N=C/c1ccc(O)c(O)c1
→ 0.1, -11%, 1, -13%, 0.3, 0%, 0, -5%, -13%
CCCCN(CC)c1nc(-c2ccccc2F)nc2ccccc12
→ 0.0, -4%[57.1 µM], ·, 11%[57.1 µM], 0.5, 2%, -19, -5%, -29%
Cc1ccc(S(=O)(=O)Nc2ccc(N3CCOCC3)cc2)cc1
→ 0.5, 10%, -8, 18%, -0.6, -5%, 28, 2%, -7%
CCOc1ccc2nc(SCC(=O)Nc3ncccn3)[nH]c2c1
→ 0.1, -7%, -6, -14%, -1.5, -1%, 0, -1%, -4%
CCCN1CCC(=NNC(=O)c2ccc(Br)o2)CC1
→ 0.2, 7%, 7, 1%, 0.4, 3%, 14, 6%, 7%
CC1=C(C(=O)OCC2CCCO2)C(c2ccccc2OC(C)C)C2=C(CC(c3ccco3)CC2=O)N1 (stereo not given)
→ 0.0, 23%[57.1 µM], 0, 7%[57.1 µM], -0.3, -6%, -6, 3%, -13%
CCC[C@@H]1CCCO[C@@](C(=O)NCc2cc(C)n(C)n2)(C(F)(F)F)C1
→ ·, 5%&1%, ·, 21%&1%, ·, -11%&-18%, ·, 15%, 3%
CCCCC(=O)NC(Nc1ccc(C)cn1)(C(=O)OCC)C(F)(F)F (stereo not given)
→ 0.1, 13%[57.1 µM], 10, 15%[57.1 µM], 0.6, 4%, 1, 6%, -14%
CCN1CCN(c2nc3ccccn3c(=O)c2C=O)CC1
→ 0.9, 0%, -14, -3%, 0.7, ?, 3, 0%, -23%
CCc1ccccc1NC(=O)c1cc2c(Cl)nc3ccccc3c2s1
→ 0.5, 5%, ·, 29%, -1.1, -1%, 1, 11%, ?
COc1ccc(C2OCC3(CO2)SC(N)=NC3=O)cc1 (stereo not given)
→ -0.5, 6%, -12, 15%, 0.2, 5%, 1, -4%, -14%
COc1ccc2oc(C(=O)OCC(=O)N(C)C3CCCCC3)c(C)c2c1
→ 0.1, 52%[activator], -2, 9%, 0.2, -2%, 8, 2%, -13%
CCCCN1C(=O)/C(=C2/Sc3ccc(Cl)cc3N2CC)SC1=S
→ -0.1, ·, -14, ·, -2.1, ·, -6, ·, ·
Cc1ccc(C)c(NS(=O)(=O)c2cc3c(cc2C)n(C)c(=O)c(=O)n3C)c1
→ 0.0, 3%, ·, 10%, 0.6, -12%, -1, 0%, -26%
C=CCn1c(CCSCc2ccccc2)n[nH]c1=S
→ -0.6, 1%, 1, 4%, -0.3, 7%, -6, -2%, -10%
Cc1cc(S(=O)(=O)N(Cc2ccccc2Cl)c2ccc3c(c2)CCC3)ccc1-n1cnnn1
→ 0.9, 2%, -9, 15%, -0.3, 14%, 2, 1%, -8%
Cn1c(Cc2nc3ccccc3n2C)nc2ccccc21
→ 0.3, 3%, 1, 10%, 1.2, 4%, -6, -12%, -13%
COc1ccc(C=O)cc1OS(=O)(=O)c1ccc(NC(C)=O)cc1
→ 2.1, 8%[57.1 µM], -7, 16%[57.1 µM], -0.9, -1%, 5, 17%, -12%
CCOC(=O)c1ccccc1NC(=O)Cn1c(=O)n(Cc2nc(-c3ccccc3)no2)c(=O)c2ccccc21
→ 0.1, 10%, ·, 34%, 1.0, 5%, -2, 34%, -17%
CC(NCC(O)COCc1cccs1)C1CC2CCC1C2 (stereo not given)
→ 0.6, 10%, -18, 20%, 1.5, 5%, 0, 7%, -12%
COC(=O)c1ccc(COc2ccc(C#N)cc2)o1
→ -0.1, 4%[57.1 µM], -3, 3%[57.1 µM], 0.1, -6%, -4, 9%, -21%
O=C(/C=C/c1cccnc1)c1ccc(NC(=O)c2cccc(Br)c2)cc1
→ -0.3, 1%, -5, 4%, -0.9, 6%, -1, 6%, -10%
O=C(Cc1cccc(C(F)(F)F)c1)NCc1cccc(Cl)c1
→ -0.7, -7%, 11, -3%, 1.4, 4%, -9, 4%, -24%
Fc1ccc(-n2c(-c3cccs3)nc3nc4ccccc4nc32)cc1
→ 0.9, 40%[activator][57.1 µM], -2, 60%[activator][57.1 µM], 0.4, 0%, 5, -9%, -6%
COc1ccc(CCNC(=O)c2cccnc2)cc1
→ -0.1, -2%, 24, -9%, 0.8, -11%, -4, -1%, -7%
O=C(Nc1ccc(S(=O)(=O)N(Cc2ccccc2)c2ccccc2)cc1)c1ccc(F)cc1
→ 1.1, 7%, ·, 39%[activator], 0.6, 2%, 0, -10%, -7%
O=C(O)c1cc(-c2ccco2)nn1-c1ccc(Cl)cc1
→ 0.2, 11%, -29, ?, 0.1, ·, 1, 8%, -4%
Cc1nc(NCC2CCCO2)c2nnn(Cc3ccccc3)c2n1 (stereo not given)
→ -0.9, 0%[57.1 µM], -1, -14%[57.1 µM], -0.1, -11%, 3, 3%, 4%
Cc1ccc(CNC(=O)CSc2c3c(nc4ccc(Cl)cc24)CCCC3)o1
→ 0.1, 12%[57.1 µM], -13, ?, 0.9, 23%, -15, -7%, -21%
Cc1ccc2[nH]c(=O)c(CN(Cc3cccs3)Cc3nnnn3Cc3ccccc3)cc2c1
→ 0.3, 8%, ·, 28%, ·, 5%, 16, -2%, 2%
O=C(NCc1ccco1)c1c(F)cccc1Cl
→ 0.4, -7%, -6, -4%, -0.1, -5%, 3, -2%, -17%

Grouped by structure: the compounds so far containing bromine (two)
The line under a structure holds: TRHR ag, TrxR1 substrate, D2 antagonist, TrxR1 inh, D2 ag, Pin1 inhibitor, TRHR PAM, mIDH1 inhibitor, USP1 inh
CCCN1CCC(=NNC(=O)c2ccc(Br)o2)CC1
→ 0.2, 7%, 7, 1%, 0.4, 3%, 14, 6%, 7%
O=C(/C=C/c1cccnc1)c1ccc(NC(=O)c2cccc(Br)c2)cc1
→ -0.3, 1%, -5, 4%, -0.9, 6%, -1, 6%, -10%

Whole records, looked up by structure. Screens in order: TRHR ag, TrxR1 substrate, D2 antagonist, TrxR1 inh, D2 ag, Pin1 inhibitor, TRHR PAM, mIDH1 inhibitor, USP1 inh
Shown for CC(NCC(O)COCc1cccs1)C1CC2CCC1C2 (stereo not given) = 0.6, 10%, -18, 20%, 1.5, 5%, 0, 7%, -12%
Shown for Fc1ccc(-n2c(-c3cccs3)nc3nc4ccccc4nc32)cc1 = 0.9, 40%[activator][57.1 µM], -2, 60%[activator][57.1 µM], 0.4, 0%, 5, -9%, -6%
Shown for CCCCN1C(=O)/C(=C2/Sc3ccc(Cl)cc3N2CC)SC1=S = -0.1, ·, -14, ·, -2.1, ·, -6, ·, ·

(list continues)
The line under a structure holds: TRHR ag, TrxR1 substrate, D2 antagonist, TrxR1 inh, D2 ag, Pin1 inhibitor, TRHR PAM, mIDH1 inhibitor, USP1 inh
CCc1ccc(C2N3CC4(C)CN2CC(c2ccccc2)(C3)C4=O)cc1 (stereo not given)
→ 2.7, -9%, ·, 11%, 4.3, -1%, -1, 10%, -2%
COc1ccc(OCC(=O)Nc2cccc(NC(=O)c3ccco3)c2)cc1
→ -1.4, -4%, -8, 30%, 0.7, -1%, -6, 3%, -7%
O=C(CN1CCN(c2ccccc2F)CC1)NCc1ccccc1
→ 0.0, -1%, ·, 6%[57.1 µM], ·, 0%, -5, 3%, -22%
C[N+]1(C)CCC(=C2c3ccccc3CC(=O)c3sccc32)CC1
→ -0.5, ?, 3, ?, -0.4, -11%, 1, 11%, 28µM*
O=C(NCc1ccccc1Cl)C1CCN(S(=O)(=O)N2CCCC2)CC1
→ -0.2, -3%, -3, 10%, -0.7, 11%, 1, -8%, -6%
Cc1ccccc1-n1cc[nH]c1=S
→ 0.5, 5%[57.1 µM], -2, 11%[57.1 µM], 0.0, 0%, -3, 3%, ?
Cc1nc(CNS(=O)(=O)c2ccccc2F)cs1
→ 1.2, 10%, 20, 41%, 3.2, -3%, -6, 5%, -23%
CN(CCC#N)C(=O)COC(=O)c1ccccc1C(=O)c1ccc(Cl)c([N+](=O)[O-])c1
→ -0.3, 4%[57.1 µM], 16, -61%, -0.7, 0%, 0, 2%, -22%
Cc1ccnc(NC(=O)CN2C(=O)c3ccccc3S2(=O)=O)c1
→ -0.2, -1%[57.1 µM], 10, -3%[57.1 µM], 0.7, 4%, -1, -5%, -22%
CC(C(=O)N1CCc2ccccc21)N(C)CC(=O)Nc1ccc(F)cc1 (stereo not given)
→ -0.3, 0%, 17, -13%, 0.1, 0%, -2, 10%, -14%

Assay outcomes from PubChem BioAssay.

Some of the compounds tested; rates above refer to the full screens.
